GDH-TPI inh = GDH-TPI coupling enzyme inhibitors, primary screen, artefact control for M. tuberculosis FBA inhibitor project, biochemical, absorbance, full deck; GDH-TPI coupled enzyme counterscreen, NADH absorbance; inhibition, % at 4.8 µM; 360,000 compounds, 1.2% hits; AID 588335, 2011; in the data active = inhibition above about 30%;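 also: 0% = DMSO wells and 100% = wells lacking the enzyme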
UGM FP inh = M. tuberculosis UGM enzyme inhibitors, primary screen, biochemical, fluorescence polarization, single point. purified UGM, fluorescence polarization probe displacement. inhibition, % at 10 µM. 320,000 compounds, 0.06% hits. AID 504406, 2011; in the data active = inhibition above about 10%, passing the limit was not always enough
Target sequence (P9WIQ1 whole entry, looked up): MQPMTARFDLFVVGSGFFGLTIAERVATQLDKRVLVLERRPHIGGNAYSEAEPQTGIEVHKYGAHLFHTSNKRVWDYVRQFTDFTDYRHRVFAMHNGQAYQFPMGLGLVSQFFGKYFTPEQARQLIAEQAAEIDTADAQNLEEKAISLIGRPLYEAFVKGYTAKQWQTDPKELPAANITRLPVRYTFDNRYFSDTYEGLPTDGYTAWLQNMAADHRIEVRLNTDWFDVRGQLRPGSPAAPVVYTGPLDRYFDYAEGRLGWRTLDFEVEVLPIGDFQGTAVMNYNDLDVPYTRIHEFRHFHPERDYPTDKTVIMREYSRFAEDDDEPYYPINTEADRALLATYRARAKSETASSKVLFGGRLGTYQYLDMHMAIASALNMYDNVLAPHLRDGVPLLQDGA
Rv3671c protease = Rv3671c serine protease inhibitors, primary screen, biochemical, fluorescence polarization, M. tuberculosis H37Rv | P9WHR9 | inhibition, % at 5.96 µM | 320,000 compounds, 0.048% hits | AID 2606, 2010; in the data active = inhibition above about 38%;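 also: extracellular domain of Rv3671c used as enzyme; 0% = enzyme with DMSO and 100% = no enzyme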
MazEF act = activators of E. coli MazEF toxin-antitoxin RNase, primary screen, biochemical, fluorescence, uHTS; Endoribonuclease toxin MazF (Escherichia coli (strain K12)), P0AE70; FAM/BHQ RNA-DNA oligo cleavage fluorescence, 5 h; activation, % at 20 µM; 350,000 compounds, 0.32% hits; in the data active = activation above about 50%
Target sequence (P0AE70 whole entry, looked up): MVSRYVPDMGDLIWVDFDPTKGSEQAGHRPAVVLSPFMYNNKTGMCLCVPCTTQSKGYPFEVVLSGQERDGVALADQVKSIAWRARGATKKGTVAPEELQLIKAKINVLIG
Vc quorum ag = inducers of Vibrio cholerae quorum light production without autoinducers, primary screen, BH1578 luxS cqsA deficient, single point; V. cholerae BH1578 lux reporter, luminescence, 6 h; activation, % at 18.7 µM; 350,000 compounds, 0.16% hits; AID 588436, 2011; in the data active = activation mostly above about 9.7%, no sharp cut-off; also: not every result past the cut was called active; inactives centre near 0; reference of the scale not given here
SARS 3CLpro inh = SARS-CoV 3CLpro protease inhibitors, primary screen, biochemical, quenched FRET; Replicase polyprotein 1ab (Severe acute respiratory syndrome coronavirus), P0C6X7; recombinant SARS-CoV 3CLpro, quenched FRET peptide cleavage; inhibition, % at 6 µM; 290,000 compounds, 0.14% hits; AID 1706, 2009; in the data active = inhibition above about 12%
BioA inh = M. tuberculosis BioA enzyme inhibitors, primary screen, biochemical, plate reader, single point, HTS; purified M. tuberculosis BioA enzyme; inhibition, % at 9.99 µM; 360,000 compounds, 0.096% hits; AID 602481, 2012; in the data active = inhibition above about 40%
DUSP3 inh = VHR1 phosphatase inhibitors, primary screen, biochemical, absorbance, uHTS; recombinant VHR phosphatase, pNPP absorbance; Dual specificity protein phosphatase 3 (Homo sapiens), P51452; 290,000 compounds, 0.52% hits; inhibition, % at 13.3 µM; AID 1654, 2009; in the data active = inhibition above about 50%; also: some compounds called inactive have numbers as strong as hits
Target sequence (P51452 whole entry, looked up): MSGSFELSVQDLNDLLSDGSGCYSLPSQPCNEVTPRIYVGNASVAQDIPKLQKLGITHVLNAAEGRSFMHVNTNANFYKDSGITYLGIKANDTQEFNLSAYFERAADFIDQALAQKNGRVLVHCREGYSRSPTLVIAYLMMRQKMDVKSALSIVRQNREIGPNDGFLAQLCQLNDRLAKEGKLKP
Mtb FBA inh = Mtb FBA enzyme inhibitors, primary screen, biochemical, fluorescence, strain H37Rv; Fructose-bisphosphate aldolase (Mycobacterium tuberculosis (strain ATCC 25618 / H37Rv)), …; inhibition, % at 1 µM; purified M. tuberculosis FBA, fluorescence read-out; 360,000 compounds, 2.3% hits; in the data active = inhibition above about 27%;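 also: 0% = vehicle and 100% = reference inhibitor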
Target sequence (P9WQA3 whole entry, looked up): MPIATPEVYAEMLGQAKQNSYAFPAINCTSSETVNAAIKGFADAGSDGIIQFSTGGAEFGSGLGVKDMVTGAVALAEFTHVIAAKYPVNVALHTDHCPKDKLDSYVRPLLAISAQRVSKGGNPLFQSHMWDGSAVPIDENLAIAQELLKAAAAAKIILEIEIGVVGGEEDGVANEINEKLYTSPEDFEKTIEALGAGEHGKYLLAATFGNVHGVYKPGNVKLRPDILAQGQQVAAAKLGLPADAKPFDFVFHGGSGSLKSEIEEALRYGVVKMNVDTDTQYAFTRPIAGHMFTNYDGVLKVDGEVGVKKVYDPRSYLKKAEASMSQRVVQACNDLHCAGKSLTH
SSB-PriA inh = inhibitors of Klebsiella pneumoniae PriA binding to SSB C-terminal tail, primary screen, biochemical, AlphaScreen; PriA–SSB C-terminal tail interaction (Klebsiella pneumoniae); AlphaScreen SSBct-PriA binding, biotinylated peptide; inhibition, % at 33 µM; 430,000 compounds, 0.6% hits; in the data active = inhibition mostly above about 37%, no sharp cut-off; inactive = mostly below about 20%;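 also: plate controls were negative control peptide for no effect and reference peptide for full effect; strong numbers were not always called active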
* = called active by the depositor; i = inactive; x = not tested or not shown; & = joins results of further samples. Not all compounds are listed. The share of hits here may be higher or lower than overall.

mol	GDH-TPI inh	UGM FP inh	Rv3671c protease	MazEF act	Vc quorum ag	SARS 3CLpro inh	BioA inh	DUSP3 inh	Mtb FBA inh	SSB-PriA inh
Cn1c(C(=O)O)c(CC(=O)NCC2COc3ccccc3O2)c2ccccc21 (centres undefined)	-1.5	4.1	-4.1	6.4	-0.3	3.1	-1.9	30.5	3.4	-27.5
Cc1c(Cl)cccc1NC(=O)c1ccco1	-10.0	1.8	-3.6	2.8	-0.4	-2.6	-0.6	1.7	0.9	-17.1
O=C(CSc1ccc2c(c1)OCCO2)NCCc1ccc(Cl)cc1Cl	8.2	1.4	2.5	-15.3	-0.2	-5.6	-1.0	13.3	-0.8	-3.4
CCCCOC(=O)C1C2C=CC3(CN(CCc4ccccc4)C(=O)C13)O2 (centres undefined)	-1.0	0.1	-1.7	4.2	i	0.9	-0.2	16.3	5.1	-2.9
CCC(C)(C)C1CCc2[nH]nc(C(=O)NC(C)C)c2C1 (centres undefined)	7.6	-2.5	0.0	8.1	-0.8	x	1.9	x	-1.5	-3.8
CCCCN(CC(O)COc1cccc(C)c1)CC(O)COc1cccc(C)c1 (centres undefined)	2.2	-4.5	-3.2	0.2	-0.4	-1.8	-1.2	7.4	-0.8	-3.1
COc1ccc(-c2csc(NC(=O)c3ccccc3S(C)(=O)=O)n2)cc1	-3.1	-1.8	1.4	8.3	1.4	0.1	x	5.3	0.1	-13.8
COc1ccc(OC)c(NC(=O)CSc2nnc(-c3ccco3)n2-c2ccc(C(=O)O)cc2)c1	6.7	2.5	-5.3	2.5	-25.4	-7.0	1.6	8.5	-1.4	2.7

Additional structures
mol	GDH-TPI inh	UGM FP inh	Rv3671c protease	MazEF act	Vc quorum ag	SARS 3CLpro inh	BioA inh	DUSP3 inh	Mtb FBA inh	SSB-PriA inh
COc1cccc(C(NC(C)=O)c2nc(-c3ccc(F)c(Cl)c3)cs2)c1 (centres undefined)	3.6	x	x	x	i	x	0.4	x	-2.5	x
CC(C)CNC(C)C(=O)Nc1ccc(S(N)(=O)=O)cc1 (centres undefined)	-1.9	0.4	2.5	0.5	-0.3	0.6	x	10.3	-1.0	8.4
O=C(O)CC1SC(N/N=C/c2ccc(Br)cc2)NC1=O (centres undefined)	22.4	1.2	6.0	1.2	-0.4	5.1	x	13.1	1.9	x
C/C(=N\OCC(=O)NCC(F)(F)F)c1cc2ccccc2o1	-2.6	-0.2	-6.9	-2.8	-0.2	-4.6	x	8.2	-0.5	x
CSCCC(NC(C)=O)C(=O)OCC(=O)N(c1ccccc1)c1ccccc1 (centres undefined)	-8.1	-0.4	-17.0	2.2	-0.2	2.0	x	1.5	-1.6	0.6
O=C(O)C(Cc1c[nH]c2ccccc12)N1C(=O)C2C3c4ccccc4C(c4ccccc43)[C@@H]2C1=O (some centres undefined)	-10.1	3.1	-0.5	-2.0	i	1.8	2.9	0.0	2.3	3.1
CCOC(=O)N1CCC(Nc2c(NCCCN3CCN(CC)CC3)c(=O)c2=O)CC1	-5.2	-1.7	-3.2	6.2	i	2.4	x	0.3	-1.3	-13.5
CC(C)CCNC(=O)CCCc1ccccc1	0.0	1.1	-8.2	-3.3	2.1	-3.0	-0.6	24.3	7.0	-1.7

(next part)
mol	GDH-TPI inh	UGM FP inh	Rv3671c protease	MazEF act	Vc quorum ag	SARS 3CLpro inh	BioA inh	DUSP3 inh	Mtb FBA inh	SSB-PriA inh
CCOc1ccc(C2CC(=O)N(Nc3ccc([N+](=O)[O-])cc3[N+](=O)[O-])C2=O)cc1 (centres undefined)	29.5	0.2	-0.1	3.4	-0.6	1.4	x	7.7	-3.5	6.8
CC(C)(C)OC(=O)C[C@@H]1C/C=C\C[C@@H](CC(=O)N[C@@H](CO)Cc2ccccc2)C(=O)N2CCC[C@H]2COC1=O	8.1	-2.0	3.7	9.9	i	x	-1.3	x	-1.9	x
CC(=O)c1c(N2CCN(c3ccccn3)CC2)nc(=S)n(-c2ccccc2)c1C	-3.6	-0.9	-14.9	19.0	-0.1	-2.5	x	-6.4	2.0	-4.2
Cc1sc2nc3c4ccccc4c(NCc4ccco4)nn3c(=O)c2c1C	17.3	-1.4	-2.4	-1.0	i	1.8	-0.2	9.6	25.4	-0.9
O=C(Oc1ccccc1)N1CCCC1	6.4	-0.6	-5.7	11.1	-0.8	1.4	-0.6	-2.0	0.2	12.0
CCOc1ccc(N(Cc2cc3ccc(C)cc3[nH]c2=O)C(=O)COC)cc1	8.6	1.9	6.3	10.3	i	0.0	2.3	25.2	-3.2	-0.7
CCS(=O)(=O)N1CCC(C(=O)Nc2ccc3c(c2)CCC3)CC1	4.8	-1.5	-4.6	0.3	i	0.1	-0.1	-15.5	-1.9	4.0
CC(NCc1cc(Br)ccc1OCC(N)=O)C12CC3CC(CC(C3)C1)C2 (centres undefined)	1.5	1.4	3.8	8.2	-0.4	-1.2	2.6	17.9	1.8	-0.7

Continued.
mol	GDH-TPI inh	UGM FP inh	Rv3671c protease	MazEF act	Vc quorum ag	SARS 3CLpro inh	BioA inh	DUSP3 inh	Mtb FBA inh	SSB-PriA inh
CCC(=O)c1ccc(OCc2ccc(C(=O)OC)cc2)cc1	1.9	-2.5	2.6	-3.7	5.0	2.0	0.8	-5.4	-3.5	-2.8
Cc1nn(CC(=O)NCc2cccnc2)c(C)c1[N+](=O)[O-]	7.3	-0.4	3.0	4.2	i	5.9	x	2.1	-2.3	-7.2
Cc1ccnc(Nc2nc(-c3ccc(O)c(O)c3)cs2)c1	6.6	2.2	-12.2	-1.1	-0.4	-0.8	2.4	16.5	0.6	22.7
COC(=O)C1=C(C)NC(=S)NC1c1sccc1C (centres undefined)	2.5	0.2	7.7	-8.1	-1.6	6.1	x	15.2	-3.6	-9.0
CCOC(=O)C1=NN(c2ccccc2)C2=NC(C)=C(C(=O)OC)C(c3cccs3)N12 (centres undefined)	19.1	-2.5	3.2	-5.8	-0.3	-0.2	-1.4	x	-0.1	0.2
CC(=O)Nc1ccc(NC(=O)CSc2ccc(C)cc2)cc1	7.5	1.2	4.9	-0.8	i	3.9	-1.4	13.3	-0.4	-6.7
Cc1ccc(SCC(=O)Nc2oc(C)c3c(C)n[nH]c(=O)c23)cc1C	0.4	1.7	2.9	2.6	1.2	x	-1.7	x	-1.4	-9.7
CCCCc1nc(NCCO)c(C#N)c2c1CCCC2	-1.2	-1.8	-8.4	1.1	-0.3	-5.6	1.1	16.9	12.1	-10.4

(further entries)
mol	GDH-TPI inh	UGM FP inh	Rv3671c protease	MazEF act	Vc quorum ag	SARS 3CLpro inh	BioA inh	DUSP3 inh	Mtb FBA inh	SSB-PriA inh
O=C(O)c1ccc(S(=O)(=O)N2CCCC2)cc1	3.5	0.1	2.6	-3.3	-1.8	-1.0	-1.9	-3.2	0.2	1.5
O=C(Nc1ccccc1Cl)c1cnccn1	2.7	-6.0	3.9	-2.7	i	-0.6	0.6	11.7	2.0	-11.1
O=C(Nc1ccc(Cl)cc1)c1ccc2sc([C@@H]3O[C@H](CO)[C@@H](O)[C@H]3O)nc2c1	4.4	x	x	x	-1.3	x	-1.5	x	1.1	x
Cc1cc(=O)[nH]c(NN=Cc2cc(Br)ccc2O)n1	28.0	x	x	10.7	i	x	0.2	x	6.4	-4.8
CCN(c1ccc(OC)cc1)S(=O)(=O)c1nnc(NC(=O)C(C)C)s1	6.0	-0.6	x	7.4	-7.7	-0.8	-1.0	22.5	3.4	-7.8
O=[N+]([O-])c1ccc(NC(=S)N2CCN(c3ccccn3)CC2)cc1	-1.5	-3.1	-1.4	-3.7	i	-1.8	4.9	1.3	-1.4	-11.5
CN(C)CCCNC(=O)c1ccc(-c2cc(O)c3ncccc3c2)cc1	17.9	0.7	19.0	10.1	-0.1	x	0.5	x	2.2	83.3*
CCOC(=O)C1C(c2ccccc2)N(C)OC1(O)C(F)(F)F (centres undefined)	-0.6	-1.7	0.0	6.5	-1.0	-5.6	x	26.2	-1.1	-13.6

The list goes on.
mol	GDH-TPI inh	UGM FP inh	Rv3671c protease	MazEF act	Vc quorum ag	SARS 3CLpro inh	BioA inh	DUSP3 inh	Mtb FBA inh	SSB-PriA inh
CC(=O)N1N=C(c2ccccc2O)OC1(C)CC(=O)Nc1ccccc1 (centres undefined)	3.6	x	-0.5	0.3	-0.2	-4.2	x	4.7	6.3	-1.3
COC(=O)C1CN(C(=O)C(C)Oc2ccc(C(C)C)cc2)c2ccccc2O1 (centres undefined)	1.4	-1.7	-6.2	-1.2	-3.0	2.6	0.3	-16.5	1.8	5.2
O=C(COC(=O)c1ccccc1OC(F)F)Nc1ccc(N2CCCCC2)cc1	-0.7	x	3.2	-2.1	-2.0	x	-2.4	x	0.9	12.5
Nc1n[nH]c(-c2ccc([N+](=O)[O-])cc2[N+](=O)[O-])n1	2.8	0.8	-0.7	-0.4	-0.4	4.8	x	29.6	-1.7	8.8
COc1ccc2nc(SCC(=O)Nc3ccc4[nH]c(=O)[nH]c4c3)[nH]c2c1	-6.0	1.3	0.3	0.6	i	x	-1.9	x	1.3	-0.9
O=c1c2ccccc2oc2cc(Br)ccc12	5.3	x	x	10.5	i	x	-2.7	x	0.0	-10.4
COc1ccc(S(=O)(=O)N2Cc3ccccc3CC2C(=O)N2CCOCC2)cc1 (centres undefined)	-1.9	0.5	9.9	3.3	i	-0.4	-1.7	17.3	-2.3	9.4
Cn1cccc1C(=O)NC1CCCCCC1	6.1	x	-2.9	1.9	-4.2	x	-0.4	x	0.8	-4.6

Additional entries.
mol	GDH-TPI inh	UGM FP inh	Rv3671c protease	MazEF act	Vc quorum ag	SARS 3CLpro inh	BioA inh	DUSP3 inh	Mtb FBA inh	SSB-PriA inh
O=C(CCc1ccncc1)NC1CCCc2c1cnn2-c1cc(F)cc(F)c1 (centres undefined)	5.9	2.9	0.3	0.0	-0.8	1.1	-0.3	1.3	-2.0	-4.5
COc1ccc(CN2CCC3CC2c2cc(Cl)ccc23)cc1 (centres undefined)	3.1	x	x	3.2	i	x	-2.4	x	0.8	-2.5
C[C@H](CO)N1C[C@H](C)[C@H](CN(C)Cc2ccccc2)Oc2ncc(Br)cc2C1=O	5.2	x	x	-3.2	-0.4	x	-0.2&1.4&-1.6&1.3	x	2.5	x
COC(=O)c1ccccc1N1C(=O)[C@@H]2C(c3ccc(F)cc3)=NO[C@@H]2C1=O	10.4	0.2	-6.1	5.7	0.9	-1.8	-1.7	18.8	1.2	-0.9

Record cards (already shown). Order of values: GDH-TPI inh, UGM FP inh, Rv3671c protease, MazEF act, Vc quorum ag, SARS 3CLpro inh, BioA inh, DUSP3 inh, Mtb FBA inh, SSB-PriA inh
Entry for COC(=O)c1ccccc1N1C(=O)[C@@H]2C(c3ccc(F)cc3)=NO[C@@H]2C1=O : 10.4, 0.2, -6.1, 5.7, 0.9, -1.8, -1.7, 18.8, 1.2, -0.9
Entry for O=C(CCc1ccncc1)NC1CCCc2c1cnn2-c1cc(F)cc(F)c1 (centres undefined) : 5.9, 2.9, 0.3, 0.0, -0.8, 1.1, -0.3, 1.3, -2.0, -4.5

Screening data: PubChem, several laboratories
